# T cell modulator: T cell immune modulation candidate; AID 2052; 330,000 tested, 0.068% active; calls only at 7 µM; 2C CD8+ T cell-vesicle binding, flow cytometry; hits give low values;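 active = response, share of CD8 T cells binding vesicles, and their 90th percentile fluorescence all below set limits, cut at about 80% in these data, passing the limit was not always enough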
#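 Also added: QL9-peptide-loaded Drosophila micro-vesicles bearing Ld, ICAM-1 and B7-1; Test system: purified 2C TCR transgenic mouse naive CD8+ T cells; Measured by: cytometric PE anti-B7-1 and Alexa647 anti-CD8 signals after 1% paraformaldehyde fixation; Timing: binding step 1.5 h, 37 °C, antibody labelling 20 min, ice.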
# Rac1 GTP hydrolysis: MgcRacGAP GTPase-activating activity inhibitors, confirmation, biochemical, ADP Hunter fluorescence. AID 624330. inhibition, % at 30 µM, or IC50 in µM where a hit was titrated. 340,000 tested, 0.6% active. MgcRacGAP-stimulated Rac1 GTP hydrolysis, ADP Hunter fluorescence; higher % means a stronger effect; GST-tagged Rac1 F28L mutant substrate;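 active = first-screen hits whose inhibition reached a set limit at any dose in the follow-up dose series; inconclusive = inhibition above the set first-screen limit but never retested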;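 also: fluorescence reports GDP produced by GAP-driven GTP hydrolysis; strong numbers were not always called active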
# Large T inhibition: TAg ATPase/helicase activity blockers – biochemical (AID 1903). SV40 large T antigen ATPase/helicase inhibition assay; higher % means a stronger effect. one-dose inhibition, % at 20 µM; IC50 in µM for titrated hits. 310,000 tested, 0.39% active; in the data active = a potency from the dose series; inconclusive = inhibition mostly from about 32% at the one dose, without a potency; inactive = the rest, 99 in 100 with inhibition below about 32%; also: strong numbers were not always called active
# RSV CPE inhibition: inhibition of RSV-induced cytopathic effect – HEp-2 cells, primary 10 µM value included (AID 2391); HEp-2 cells, RSV-induced CPE inhibition; higher % means a stronger effect; one-dose CPE inhibition, % at 10 µM; IC50 in µM for titrated hits; 310,000 tested, 0.13% active; in the data active = a potency from the dose series; inconclusive = CPE inhibition mostly from about 23% at the one dose, without a potency; inactive = the rest, 99 in 100 with CPE inhibition below about 21%; also: strong numbers were not always called active
# West Nile antiviral: inhibition of WNV-induced cytopathic effect – cell-based, CPE readout (AID 1621) | CPE inhibition, % at 10 µM; hits with a dose series show IC50 in µM | West Nile virus-infected cells, CPE inhibition; higher % means a stronger effect | 290,000 tested, 0.02% active; in the data active = a potency from the dose series; inconclusive = CPE inhibition mostly from about 3.7% at the one dose, without a potency; inactive = the rest, 99 in 100 with CPE inhibition below about 2.2%; also: strong numbers were not always called active
# NTR1 ag: NTR1-driven beta-arrestin-GFP spot formation – imaging, U2OS cells, high content, primary screen (AID 493036); P30989; activation, % at 20 µM; agonist mode; 330,000 tested, 0.17% active;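 active = activation at or above 40% of the spot to cytoplasm intensity ratio, with at least 20 cells analyzed; inconclusive = wells under 20 cells, flagged as cytotoxic or low count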;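 also: 0% = DMSO without peptide and 100% = 100 nM NTR1 peptide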
# Target sequence (P30989 whole entry, looked up): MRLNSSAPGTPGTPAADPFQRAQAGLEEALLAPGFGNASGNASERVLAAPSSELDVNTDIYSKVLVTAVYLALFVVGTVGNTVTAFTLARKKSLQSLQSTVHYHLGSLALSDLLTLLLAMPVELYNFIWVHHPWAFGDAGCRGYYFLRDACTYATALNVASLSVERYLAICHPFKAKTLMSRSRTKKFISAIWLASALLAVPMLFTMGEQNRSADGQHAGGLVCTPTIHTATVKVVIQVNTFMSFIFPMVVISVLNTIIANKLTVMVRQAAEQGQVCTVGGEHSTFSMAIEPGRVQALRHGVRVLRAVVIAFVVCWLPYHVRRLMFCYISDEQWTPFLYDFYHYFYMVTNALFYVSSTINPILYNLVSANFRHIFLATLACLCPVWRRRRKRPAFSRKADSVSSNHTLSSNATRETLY
# Salmonella PhoP GFP: PhoP-dependent GFP reporter repression – Salmonella Typhimurium, primary screen (AID 1863); S. Typhimurium PhoP-regulated promoter GFP reporter, 4 h; higher % means a stronger effect; inhibition, % at 50 µM; hits with a dose series show IC50 in µM; 300,000 tested, 0.16% active;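 active = inhibition over 29.93%, a cutoff 3 SD above the screen mean, later confirmed by dose response; inconclusive = inhibition over 29.93% but no dose response follow-up; inactive = inhibition at most 29.93% or unconfirmed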;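 also: 0% = low Mg2+ inducing control and 100% = high Mg2+ repressing control; strong numbers were not always called active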
# UTI89 phage lysis: inhibition of K1F phage lysis, E. coli UTI89, bacterial capsule biogenesis inhibitors, alamar blue (AID 488966) | 340,000 tested, 0.02% active | inhibition, % at 100 µM; hits with a dose series show IC50 in µM | E. coli UTI89 K1F phage lysis, alamar blue, 2 h; higher % means a stronger effect;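 active = phage lysis inhibition, versus mean bacterial control, above a set limit; inconclusive = no clear call, values can overlap the other calls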;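 also: capsule biogenesis inhibitors block K1F phage lysis so surviving cells raise fluorescence; higher fluorescence means more inhibition of phage lysis; actives were called in the ten point dose series up to 300 µM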
# Dengue-2 NS5 capping: flavivirus cap methylation enzyme inhibition – biochemical, confirmation dose response, primary screen (AID 588689). Dengue-2 NS5 methyltransferase capping enzyme assay, biochemical; higher % means a stronger effect. inhibition, % at 25 µM; hits with a dose series show IC50 in µM. 340,000 tested, 0.3% active; in the data active = a potency from the dose series; inconclusive = inhibition above about 29% without an active follow-up result
# T cell modulator vesicle-bound %: also measured in T cell modulator; calls as there; double positive events, %; measured here: CD8+ vesicle-bound cell fraction;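 binding gate set so that unloaded-vesicle control wells show 10% double positive cells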
# NTR1 ag cell count 20 µM: recorded beside NTR1 ag, whose call it bears; cell count; measured here: cell count, cytotoxicity flag
# Dengue-2 NS5 capping pilot replicate: also measured in Dengue-2 NS5 capping; calls as there; inhibition, %; measured here: pilot screen replicate inhibition
# The depositor's hits bear a star; i = inactive; u = inconclusive; x = no result given; [ ] = another dose, or the depositor's remark.
SMILES,T cell modulator,T cell modulator vesicle-bound %,Rac1 GTP hydrolysis,Large T inhibition,RSV CPE inhibition,West Nile antiviral,NTR1 ag,NTR1 ag cell count 20 µM,Salmonella PhoP GFP,UTI89 phage lysis,Dengue-2 NS5 capping,others
CSCC[C@H](NC(=O)OC(C)(C)C)C(=O)N/N=C/c1ccc2nccnc2c1,i,34,9%,5%,0.9%,0.6%,-0.5,41,-6%,0.3%,4%,
O=C(CCc1nc2ccccc2c(=O)[nH]1)N1CCN(S(=O)(=O)c2ccc(Cl)c(C(F)(F)F)c2)CC1,i,58,10%,1%,0.9%,x,1.8,54,0%,1.1%[50 µM],2%,
N#Cc1ccc(Oc2cccnc2)cc1C#N,i,12,1%,16%,1.1%,3.1%,1.4,80,17%,1.4%,-3%,
CC(C)C(=O)Nc1ccccc1N1CCN(S(C)(=O)=O)CC1,i,27,5%,0%,0.3%,-0.3%,-0.1,77,-11%,0.2%,-5%,
CCc1cc2c(Nc3ccc(O)cc3)nc(C)nc2s1,i,55,u,24µM*,13%,0.9%,-0.5,61,-10%,-1.8%,0%,
Cc1ccc(NC(=S)N2CCCCCC2)cc1,i,35,-3%,-36%,x,-0.1%,-0.3,58,-1%,-2.0%,2%,
CSc1ccccc1NC(=O)CN(C)CC(=O)Nc1ccccc1F,i,36,31%,9%,1.6%,-0.4%,2.9,43,-6%,2.5%,-7%,
CSc1nnc(C)c(/C=C/NOCc2ccc(Cl)cc2)n1,i,69,9%,11%,2.7%,0.0%,2.1,43,-11%,1.2%,-2%,
O=C(OCC(=O)N1CCc2ccccc21)[C@@H]1CC(O)CN1S(=O)(=O)c1ccccc1[N+](=O)[O-] (stereo not given in full),i,56,1%,x,x,x,3.0,50,x,0.5%[50 µM],4%,
CCn1cc(CNC(=O)/C=C/c2cnn(C)c2)c(C)n1,i,47,5%,2%,1.3%,0.4%,2.6,52,3%,3.7%,-3%,
COC(=O)c1c(C)oc(C)c1S(=O)(=O)N1CCOCC1,i,34,6%,2%,1.7%,0.8%,0.3,56,-6%,0.9%,1%,
Cn1cccc1-c1cc(C(=O)N/N=C/c2ccc(F)cc2)[nH]n1,i,52,8%,8%,5.3%,0.0%,0.1,41,8%,0.2%,-11%,
COc1ccc(Nc2ccc(N3C(=O)CCC3=O)cc2[N+](=O)[O-])cn1,i,40,6%,7%,5.1%,-0.1%,2.3,58,14%,0.0%,3%,
CN1CCN(c2ncnc3c2cnn3-c2ccc(Cl)cc2)CC1,i,34,10%,0%,-1.6%,0.8%,-2.8,96,4%,0.3%,-1%,
O=C(O)CSCC(=O)N1CCN(Cc2ccc3c(c2)OCO3)CC1,i,55,6%,17%,1.0%,-0.4%,0.4,70,-1%,0.0%,-6%,
COCCCNC(=O)CCC(=O)NNc1nc2ccccc2c2nc(C)nn12,i,59,7%,6%,1.4%,0.4%,1.1,84,5%,1.1%,-5%,
COc1ccc(-n2nc3c(N4CCC(C(=O)NCCc5ccccc5C)CC4)nnc(C)c3c2C)cc1,i,12,8%,3%,0.1%,-0.3%,0.7,75,7%,0.1%,2%,
CCC(=O)NC(=S)NNC(=O)c1ccc(O)cc1,i,25,-9%,20%,0.5%,0.4%,1.1,56,5%,-0.2%,7%,
S=c1[nH]nc(CSCc2ccccc2Cl)n1-c1ccccc1,i,28,5%,-4%,0.6%,0.9%,-1.5,105,12%,-0.3%,-7%,
Cc1cc2ccccn2c1C(=O)c1ccc(Cl)c([N+](=O)[O-])c1,i,19,-15%,0%,-0.5%,-0.7%,1.7,27,3%,-0.4%,-14%,
COc1ccc(NC(=O)Cc2ccc(C)cc2)cc1S(=O)(=O)N1CCCCC1,i,42,-2%,x,5.2%,x,-0.4,49,x,0.1%[50 µM],3%,
CCC(=O)Nc1nnc(-c2ccc(Cl)s2)o1,i,50,9%,8%,0.3%,0.1%,0.2,86,3%,0.2%,-4%,
S=C(Nc1ccccc1)Nc1cccc(Cl)c1Cl,i,28,4%,-7%,12%,0.2%,1.1,39,-5%,-0.1%,-11%,
COC(=O)C1=C(C)N(Cc2ccccc2)C(=NCCc2c[nH]c3ccccc23)N[C@H]1c1cccc(C(F)(F)F)c1,i,8,0%,x,x,x,17,43,x,-1.0%,2%,
CCOC(=O)C1CCN(CC(=O)Nc2c(C(=O)OC)n(C)c3cccc(C)c23)CC1,i,38,10%,3%,0.4%,-0.2%,-0.3,56,1%,0.2%,-5%,
# The list continues.
SMILES,T cell modulator,T cell modulator vesicle-bound %,Rac1 GTP hydrolysis,Large T inhibition,RSV CPE inhibition,West Nile antiviral,NTR1 ag,NTR1 ag cell count 20 µM,Salmonella PhoP GFP,UTI89 phage lysis,Dengue-2 NS5 capping,others
CC(CNC(=O)c1ccc(OC2CCN(Cc3ccccn3)CC2)cc1)c1ccccc1 (stereo not given),i,17,4%,22%,3.5%,-1.3%,-0.5,59,6%,-0.7%[50 µM],-4%,
Cc1[nH]c(=O)[nH]c(=O)c1S(=O)(=O)Nc1cccc([N+](=O)[O-])c1C,i,38,4%,2%,0.8%,-0.5%,-1.3,69,11%,0.1%[50 µM],-3%,
CC(=O)Nc1cccc2c1Cc1ccccc1-2,i,34,14%,4%,7.6%,-0.6%,-0.3,57,-4%,0.0%,-4%,
CCc1nc2ccccc2c(C(=O)Nc2ccc(F)cc2)c1C,i,33,10%,3%,0.6%,0.1%,-0.3,66,3%,0.0%,-9%,Dengue-2 NS5 capping pilot replicate=-4.0
COc1ccc(/C=N/NC(=O)CCC(=O)Nc2ccc(F)cc2)c(OC)c1,i,11,6%,7%,1.5%,-0.7%,0.5,71,1%,-1.1%,x,
COc1ccc(CCN2CCCC(CN(C)Cc3cccc(OC)c3)C2)cc1 (stereo not given),i,53,15%,1%,-1.4%,-0.7%,-0.6,52,12%,0.5%,-6%,
O=C(CCCn1c(=S)[nH]c2cc3c(cc2c1=O)OCO3)NCc1ccccc1Cl,i,37,11%,13%,0.3%,-1.2%,7.0,67,-3%,0.1%,-3%,
CC1=C(C(=O)O)N2C(=O)C(NC(=O)c3nn(C)cc3[N+](=O)[O-])C2SC1 (stereo not given),i,49,x,2%,0.8%,0.1%,-0.3,47,-5%,x,x,
Cc1nnc(SCC(=O)NCC2CCCO2)n1-c1ccccc1 (stereo not given),i,19,2%,5%,2.6%,0.3%,-0.8,97,-2%,-0.1%,2%,
c1ccc2c(c1)CCNC2c1ccncc1 (stereo not given),i,23,2%,18%,-0.8%,-0.1%,-0.4,53,-3%,-1.4%,0%,
COc1ccc(-c2[nH]ncc2-c2cnn(-c3ccccc3)c2)c(O)c1,i,31,6%,0%,9.4%,0.2%,4.0,84,-3%,2.2%,-1%,
CCOc1ccc(OCC(=O)Nc2cc3c(cc2C(=O)O)OCCCO3)cc1,i,38,10%,22%,5.8%,0.3%,-0.4,53,7%,-0.4%,7%,
c1ccc(COc2ccc(-c3csnn3)cc2)cc1,i,56,-3%,3%,4.6%,0.6%,-1.5,32,0%,0.1%,-4%,
COC(=O)c1cc(C(=O)NNC(=O)c2ccc3c(c2)OCO3)cc([N+](=O)[O-])c1,i,37,0%,x,0.7%,x,2.9,63,x,1.6%[50 µM],2%,
C/C(=N/NC(=O)c1ccc(C(C)(C)C)cc1)c1cccnc1,i,34,x,13%,3.5%,x,-0.3,43,x,x,x,
COc1ccc(OC)c(S(=O)(=O)N2CCCCC2C(=O)O)c1 (stereo not given),i,24,-7%,0%,0.1%,0.1%,3.9,46,17%,5.0%,3%,
CCCCc1ccc(CC(=O)O)cc1,i,22,3%,-1%,1.6%,0.3%,-1.1,81,3%,0.3%,4%,
COc1ccc(-c2nnc(N3CCCCC3)c3ccccc23)cc1,i,16,14%,16%,5.7%,-0.4%,4.3,70,-1%,-0.2%,-4%,
CC1CCCCN1CCCNC(=O)Cn1c(=O)c2cccn2c2ccccc21 (stereo not given),i,22,2%,11%,-2.3%,-0.5%,-0.8,46,-5%,-0.2%,-12%,

# Filtered by structure: the entries above with an NH in an aromatic ring.
SMILES,T cell modulator,T cell modulator vesicle-bound %,Rac1 GTP hydrolysis,Large T inhibition,RSV CPE inhibition,West Nile antiviral,NTR1 ag,NTR1 ag cell count 20 µM,Salmonella PhoP GFP,UTI89 phage lysis,Dengue-2 NS5 capping,others
O=C(CCc1nc2ccccc2c(=O)[nH]1)N1CCN(S(=O)(=O)c2ccc(Cl)c(C(F)(F)F)c2)CC1,i,58,10%,1%,0.9%,x,1.8,54,0%,1.1%[50 µM],2%,
Cn1cccc1-c1cc(C(=O)N/N=C/c2ccc(F)cc2)[nH]n1,i,52,8%,8%,5.3%,0.0%,0.1,41,8%,0.2%,-11%,
S=c1[nH]nc(CSCc2ccccc2Cl)n1-c1ccccc1,i,28,5%,-4%,0.6%,0.9%,-1.5,105,12%,-0.3%,-7%,
COC(=O)C1=C(C)N(Cc2ccccc2)C(=NCCc2c[nH]c3ccccc23)N[C@H]1c1cccc(C(F)(F)F)c1,i,8,0%,x,x,x,17,43,x,-1.0%,2%,
Cc1[nH]c(=O)[nH]c(=O)c1S(=O)(=O)Nc1cccc([N+](=O)[O-])c1C,i,38,4%,2%,0.8%,-0.5%,-1.3,69,11%,0.1%[50 µM],-3%,
O=C(CCCn1c(=S)[nH]c2cc3c(cc2c1=O)OCO3)NCc1ccccc1Cl,i,37,11%,13%,0.3%,-1.2%,7.0,67,-3%,0.1%,-3%,
COc1ccc(-c2[nH]ncc2-c2cnn(-c3ccccc3)c2)c(O)c1,i,31,6%,0%,9.4%,0.2%,4.0,84,-3%,2.2%,-1%,

# Grouped by structure: the entries above with a thiophene ring, fused or not
SMILES,T cell modulator,T cell modulator vesicle-bound %,Rac1 GTP hydrolysis,Large T inhibition,RSV CPE inhibition,West Nile antiviral,NTR1 ag,NTR1 ag cell count 20 µM,Salmonella PhoP GFP,UTI89 phage lysis,Dengue-2 NS5 capping,others
CCc1cc2c(Nc3ccc(O)cc3)nc(C)nc2s1,i,55,u,24µM*,13%,0.9%,-0.5,61,-10%,-1.8%,0%,
CCC(=O)Nc1nnc(-c2ccc(Cl)s2)o1,i,50,9%,8%,0.3%,0.1%,0.2,86,3%,0.2%,-4%,

# Assay outcomes from PubChem BioAssay.

# No enrichment for hits. Share with any hit: about 1.5%.
